PLC-gamma1 inh: PLC-gamma1 (human) inhibition, primary screen. inhibition, % at 12.2 µM. P19174. actives 0.84% (n = 370,000). purified PLC-gamma1, fluorogenic substrate, fluorescence; in the data active = inhibition above about 9.5%
Target sequence (P19174 whole entry, looked up): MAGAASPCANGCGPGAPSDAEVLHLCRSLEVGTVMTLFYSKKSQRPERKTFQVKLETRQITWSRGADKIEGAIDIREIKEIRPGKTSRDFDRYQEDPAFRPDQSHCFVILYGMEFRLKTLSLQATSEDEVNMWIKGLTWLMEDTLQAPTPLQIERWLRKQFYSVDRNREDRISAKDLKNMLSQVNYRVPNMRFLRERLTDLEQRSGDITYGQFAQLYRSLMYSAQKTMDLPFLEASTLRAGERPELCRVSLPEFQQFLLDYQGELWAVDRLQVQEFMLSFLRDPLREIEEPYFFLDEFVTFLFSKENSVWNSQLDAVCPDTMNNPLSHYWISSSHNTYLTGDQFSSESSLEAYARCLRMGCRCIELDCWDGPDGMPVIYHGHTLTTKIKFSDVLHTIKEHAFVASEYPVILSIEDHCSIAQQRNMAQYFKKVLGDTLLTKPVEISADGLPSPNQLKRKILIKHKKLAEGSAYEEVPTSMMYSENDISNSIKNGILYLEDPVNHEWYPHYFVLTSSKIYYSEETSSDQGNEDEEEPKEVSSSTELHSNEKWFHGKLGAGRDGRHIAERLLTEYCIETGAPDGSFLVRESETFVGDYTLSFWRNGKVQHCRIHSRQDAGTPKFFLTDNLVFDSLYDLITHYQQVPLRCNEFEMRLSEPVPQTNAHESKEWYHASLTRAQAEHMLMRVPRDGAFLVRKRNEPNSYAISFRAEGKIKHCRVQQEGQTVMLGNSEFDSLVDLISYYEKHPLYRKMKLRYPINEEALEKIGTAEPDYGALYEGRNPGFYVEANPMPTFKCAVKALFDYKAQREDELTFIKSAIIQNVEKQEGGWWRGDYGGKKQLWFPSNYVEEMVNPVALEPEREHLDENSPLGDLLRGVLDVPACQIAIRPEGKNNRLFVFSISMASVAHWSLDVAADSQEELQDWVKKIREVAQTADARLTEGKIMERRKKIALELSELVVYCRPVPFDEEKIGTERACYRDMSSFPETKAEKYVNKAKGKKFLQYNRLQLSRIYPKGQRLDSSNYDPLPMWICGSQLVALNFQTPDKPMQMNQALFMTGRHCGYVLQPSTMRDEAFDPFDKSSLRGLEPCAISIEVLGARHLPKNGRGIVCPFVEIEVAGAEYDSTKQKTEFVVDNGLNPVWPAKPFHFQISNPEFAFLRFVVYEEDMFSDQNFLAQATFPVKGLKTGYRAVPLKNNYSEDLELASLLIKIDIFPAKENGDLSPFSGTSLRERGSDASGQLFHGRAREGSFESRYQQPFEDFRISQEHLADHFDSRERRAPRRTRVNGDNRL
ARFGAP1 inh: rat ARFGAP1 inhibition | Q62848 | actives 0.26% (n = 360,000) | Arfgap1-stimulated ARF1 GTP hydrolysis, GDP FP detection | inhibition, % at 16.5 µM | AID 651572;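 active = inhibition above a per-plate limit, mean inhibition of low control wells plus 3 SD, cut at about 25% in these data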;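 note: 0% = DMSO wells with enzyme and 100% = wells lacking Arfgap1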
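System: truncated rat Arfgap1 GAP domain / Medium: HEPES-based buffer, pH 7.5 / Also added: N-terminally truncated human ARF1-GTP substrate / Incubation: enzyme reaction 120 min at 25 °C after 20 min preincubation / Measured by: FP of antibody-bound GDP Alexa 633 tracer, ex 620/em 688 nm / Replicates: singlicate, each compound tested once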
ADAM17 inh: inhibitors of human ADAM17. recombinant ADAM17, EDANS/DABCYL FRET peptide cleavage. inhibition, % at 6.95 µM. actives 0.83% (n = 370,000). AID 720648;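 active = inhibition above the mean of compounds lying between control limits plus 3 SD, set per campaign, cut at about 8.5% in these data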;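 note: 0% = DMSO-only wells as the low control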
Tn7 DDE FP: disrupts Tn7 cyclic peptide binding to fibrin D-Dimer-E complex; P02675; FP displacement of FITC-Tn7 peptide from fibrin DD(E); 0% = median of compound wells per plate; inhibition, % at 8.3 µM; actives 0.13% (n = 370,000); AID 720508;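 active = inhibition above the mean of compounds falling within the control limits plus 3 SD of them, cut at about 14% in these data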;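 note: 0% = plate median of compound wells and 100% = 10 µM Aha-Tn7 peptide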
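Assay system: human fibrin DD(E). Input: DD(E) 2 µM final. Medium: Tris buffer with calcium and detergent, pH 7.8. Compound dosing: single point at 8.3 µM. Timing: 10 min plus 3 h, room temperature. Technique: fluorescence polarization of the labelled Tn7 tracer. Read-out: percent inhibition. Replicates: singlicate testing.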
MBD2 DNA inh: MBD2-methylated oligo binding inhibition; Q9UBB5; TR-FRET, MBD2 binding to methylated oligonucleotide; inhibition, % at 4.4 µM; actives 0.31% (n = 370,000); AID 686964; in the data active = inhibition above about 13%
Tn6 DDE FP: DD(E)-Tn6 binding inhibition, primary FP screen; inhibition, % at 8.3 µM; Fibrin DD(E) TRITC-Tn6 fluorescence polarization displacement; AID 720509; P02675; actives 0.21% (n = 370,000);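 active = inhibition above a per-campaign cutoff: mean of compounds within control limits plus 3 SD, cut at about 15% in these data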;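 note: 0% = median of all compound wells on the plate and 100% = blocking peptide control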
proKLK7 act: proKLK7 (human) activation, primary screen. actives 0.9% (n = 370,000). activation, % at 7 µM. purified proKLK7, EDANS-DABCYL substrate fluorescence; 100% is mature enzyme control, 0% vehicle. P49862. AID 652039;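 active = activation above the mean of all tested compounds plus 3 SD, computed per campaign excluding outliers beyond control limits, cut at about 13% in these data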
UHRF1 binding: human UHRF1 methylated DNA binding inhibitors. actives 0.75% (n = 370,000). inhibition, % at 4.4 µM. UHRF1 binding to methylated oligo, TR-FRET; in the data active = inhibition above about 21%;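 note: UHRF1 SRA domain binding a hemimethylated CpG hairpin DNA probe; 0% = median of test compound wells and 100% = reference inhibitor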
PLC-beta3 inh: blocks human PLC-beta3 enzyme activity; Q01970; Purified PLC-beta3, fluorogenic substrate, fluorescence; inhibition, % at 12.2 µM; actives 0.18% (n = 370,000); in the data active = inhibition above about 11%;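 note: 0% = median of compound wells on plate and 100% = full blocker control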
ASAP1 inh: ASAP1 ArfGAP inhibition; Q9ULH1; ASAP1-stimulated ARF1 GTP hydrolysis, GDP FP detection; inhibition, % at 16.5 µM; actives 0.19% (n = 360,000); in the data active = inhibition above about 25%;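 note: 0% = vehicle with enzyme and substrate and 100% = no enzyme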
Numbers without * were called inactive; i = inactive; + = active, no number.

PLC-gamma1 inh	ARFGAP1 inh	ADAM17 inh	Tn7 DDE FP	MBD2 DNA inh	Tn6 DDE FP	proKLK7 act	UHRF1 binding	PLC-beta3 inh	ASAP1 inh	Structure
-12	0	-4	-5	-6	3	0.4	2	-21	9	CC(=O)c1ccc(-c2ccc(C(=O)Nc3nc(C)c(C(C)=O)s3)o2)cc1
2	2	-4	3	-4	7	-0.1	-1	4	1	Cc1cc(C)cc(CC2CC(=O)N(c3ccc4c(c3)OCCO4)C2=O)c1 (stereo unspecified)
4	-3	2	-4	1	-4	0.7	1	1	17	CCCC(=O)N1CCC1(C)C(=O)Nc1cccc(OC(C)C)c1 (stereo unspecified)
-2	-4	-3	5	2	-2	-0.2	0	-5	-7	CC(=O)Nc1ccc(S(=O)(=O)NC2CC2)cc1
-2	2	-4	-2	0	4	0.7	43*	-9	3	COc1ccc(/C=C/C(=O)O)cc1Cl
2	7	-3	1	40*	3	0.4	0	-5	1	FC(F)Sc1nc2ccccc2[nH]1
4	5	1	0	3	0	0.1	8	-5	0	Cc1cc(C)cc(NC(=O)COC(=O)COc2ccc(N(C)S(=O)(=O)c3cccs3)cc2)c1
-2	4	-6	8	-3	1	-0.2	2	-7	-10	CCCCc1nnc(NC(=O)c2oc3ccccc3c2C)s1
-6	1	-3	12	-4	4	0.0	-4	-1	13	Cc1ccccc1C(=O)NCC(c1ccco1)N1CCc2ccccc2C1 (stereo unspecified)
1	-6	-2	1	-1	-5	-0.3	-2	4	10	CC(C)NC(=O)CN(c1cccc(Br)c1)S(C)(=O)=O
0	-7	-2	-1	1	-5	0.6	-1	2	4	CN(C)c1ccc(C=C2C=Cc3ccccc32)cc1
4	0	-2	7	-3	2	0.1	0	0	0	COC(=O)c1cc(C(=O)N2CCN(c3cccc(C)c3C)CC2)cc([N+](=O)[O-])c1

The closing two records of the section above are carried over, then new ones follow:
PLC-gamma1 inh	ARFGAP1 inh	ADAM17 inh	Tn7 DDE FP	MBD2 DNA inh	Tn6 DDE FP	proKLK7 act	UHRF1 binding	PLC-beta3 inh	ASAP1 inh	Structure
0	-7	-2	-1	1	-5	0.6	-1	2	4	CN(C)c1ccc(C=C2C=Cc3ccccc32)cc1
4	0	-2	7	-3	2	0.1	0	0	0	COC(=O)c1cc(C(=O)N2CCN(c3cccc(C)c3C)CC2)cc([N+](=O)[O-])c1
2	5	-2	-3	1	2	-0.2	3	2	2	O=C(CSc1nc2[nH]ncc2c(=O)[nH]1)Nc1cccc([N+](=O)[O-])c1
9	1	-2	-4	-1	-3	0.1	2	3	-5	COc1cc(C(=O)N(C)CCOc2ccc(C)cc2)ccc1OC1CCN(C(C)=O)CC1
3	1	8	-8	-6	6	-0.5	0	1	-2	CCN(CC)S(=O)(=O)c1cnccc1N1CCN(c2cccc(Cl)c2)CC1
-1	15	-1	1	3	0	0.4	0	-3	6	Nc1c(C(=O)Nc2ccccc2Cl)nnn1-c1ccc2c(c1)OCCO2
-1	13	-3	-3	-1	-2	-0.1	1	0	2	CCCCc1nccn1CCn1ccnc1CCCC
-3	-3	0	2	2	-5	0.1	-3	-11	4	O=C(CN1CCC(C(=O)c2ccc3c(c2)OCCO3)CC1)Nc1ccccc1C(F)(F)F
4	1	0	1	-1	1	-0.8	5	-4	0	Cc1ccc(/C=N/NC(=O)c2ccc3c(c2)OCCO3)s1
-112	-1	-11	1	-3	4	-1.7	0	-181	0	CCCCC1=CC2=C(c3ccco3)C(=O)C(C)(OC(=O)c3ccc(OC)cc3)C(=O)C2=CN1CC1CC1 (stereo unspecified)
8	-2	3	5	0	0	0.7	0	6	-7	COc1ccc(/C=C2\SC(=O)N(CCC(=O)Nc3ccc(S(=O)(=O)Nc4nccs4)cc3)C2=O)cc1
5	0	7	-6	-3	-3	0.2	-1	4	3	FC(F)C(F)(F)C1=CC(c2ccccc2)=NCCN1
6	13	-4	6	2	-1	1.9	5	0	5	COC(=O)CSC1=C(C#N)C(c2ccccc2OC)C(C(=O)OC)C(=O)N1 (stereo unspecified)
2	2	1	-5	-3	8	0.5	3	2	-10	C[C@@H]1CN([C@H](C)CO)C(=O)Cc2cc(NC(=O)CCC(F)(F)F)ccc2O[C@@H]1CN(C)C(=O)Nc1ccccc1

The results go on.
PLC-gamma1 inh	ARFGAP1 inh	ADAM17 inh	Tn7 DDE FP	MBD2 DNA inh	Tn6 DDE FP	proKLK7 act	UHRF1 binding	PLC-beta3 inh	ASAP1 inh	Structure
6	2	-2	2	2	3	0.4	3	2	2	Cc1cc(-n2cnc(-c3cn(C)nc3C)n2)no1
4	-9	12*	-11	4	7	-0.3	6	5	-11	CC(C)(C)c1ccc2c(c1)OC(C(=O)N/N=C\c1ccccn1)CO2 (stereo unspecified)
4	-7	1	5	1	2	0.6	0	-4	0	Cc1ccc(NC(=O)c2ccc3c(c2)OCCO3)cc1C
3	4	1	-8	-7	2	-0.3	-3	2	11	CCC(=O)N1C(Cc2ccccc2)COC1(C)C (stereo unspecified)
-20	-8	-3	0	-4	0	-3.1	3	-22	12	Cc1cccc(Nc2nc(N)c(C#N)c(CC#N)c2C#N)c1
0	-9	1	-3	2	-5	0.2	-2	-7	9	COc1cccc(N2CC(C(=O)Nc3nnc(SCCN4CCOCC4)s3)CC2=O)c1 (stereo unspecified)
-1	16	7	10	-7	-3	0.1	-1	3	14	O=C(COC(=O)c1ccc(Cl)nc1)NCc1ccc2c(c1)OCO2
-1	12	1	-4	-6	2	0.0	0	-1	12	Cc1cccc(S(=O)(=O)N(C)C[C@H]2OCc3cnnn3CCCC(=O)N([C@@H](C)CO)C[C@H]2C)c1
-2	-1	-4	3	3	-6	0.0	-2	-1	-2	Cc1cccc(/C(N)=N/OC(=O)CCC2CCCCC2)c1
-2	-6	-1	-2	0	-4	-2.8	5	-4	2	COC(=O)c1cc(OC)c(OC)cc1NC(=O)C(C)Sc1ccc(C)cc1 (stereo unspecified)
-1	-5	-1	-5	-7	0	-0.3	-9	0	8	Cc1ccc2nc3c(nc2c1)-c1ccccc1C3=O
4	-8	-3	3	-3	0	-0.5	-2	-6	7	O=C(NCCCN1CCCC1=O)C1CCN(S(=O)(=O)c2c(Cl)cccc2Cl)CC1

Retrieved by compound from the entries so far (2):
PLC-gamma1 inh	ARFGAP1 inh	ADAM17 inh	Tn7 DDE FP	MBD2 DNA inh	Tn6 DDE FP	proKLK7 act	UHRF1 binding	PLC-beta3 inh	ASAP1 inh	Structure
3	4	1	-8	-7	2	-0.3	-3	2	11	CCC(=O)N1C(Cc2ccccc2)COC1(C)C (stereo unspecified)
4	-7	1	5	1	2	0.6	0	-4	0	Cc1ccc(NC(=O)c2ccc3c(c2)OCCO3)cc1C

(cont.)
PLC-gamma1 inh	ARFGAP1 inh	ADAM17 inh	Tn7 DDE FP	MBD2 DNA inh	Tn6 DDE FP	proKLK7 act	UHRF1 binding	PLC-beta3 inh	ASAP1 inh	Structure
-1	7	-23	-3	10	3	-0.3	5	0	-8	CCOC(=O)C1(CC)NC(c2cccc(F)c2)C2C(=O)N(CC)C(=O)C21 (stereo unspecified)
2	5	-7	3	-1	1	0.3	1	-2	-15	COc1ccc(C(C)=O)cc1Cn1nnc(-c2ccccc2Br)n1
3	2	-1	1	1	-2	0.4	-5	5	7	COc1ccc(/C=C/c2c([N+](=O)[O-])c(=O)n(C)c(=O)n2C)cc1O
-1	-7	3	2	1	-3	0.3	4	-3	-2	O=C1NN=C(c2ccc(Cl)cc2)CC1c1cccc(Br)c1 (stereo unspecified)
0	0	-4	-2	-1	-5	0.1	4	-2	7	CC1(C(=O)NS(=O)(=O)c2ccc3c(c2)CCO3)CCN1C(=O)COc1ccc(Cl)cc1 (stereo unspecified)
0	9	-4	-3	3	1	0.4	3	-5	8	CC1CC(=O)N(CC(=O)Nc2ccc(F)cc2F)c2ccccc2S1(=O)=O (stereo unspecified)
3	2	-1	-2	-2	-5	0.0	-3	1	7	Cc1ccc2c(c1)C(O)(CC(=O)c1ccc(C)s1)C(=O)N2 (stereo unspecified)
-1	6	1	2	0	-1	0.4	-1	-6	0	Cc1cccc(NC(=O)c2ccc(COc3ccccc3[N+](=O)[O-])o2)n1
1	8	-3	-6	-2	2	0.4	3	4	-3	CC1CCc2c(sc(NC(=O)c3ccccc3C(=O)O)c2C#N)C1 (stereo unspecified)
0	-8	-2	0	-6	7	-0.1	-2	2	1	CCCn1nc(C(=O)NCc2ccccn2)c2ccccc2c1=O
-13	10	-24	-3	3	7	0.5	0	-21	8	O=C(O)c1ccc(CN(c2ccccn2)S(=O)(=O)c2ccccc2)cc1
0	16	-6	1	-1	4	0.1	0	1	0	O=C(NCCO)C1(c2ccc(Cl)cc2)CCCC1

Further results follow.
PLC-gamma1 inh	ARFGAP1 inh	ADAM17 inh	Tn7 DDE FP	MBD2 DNA inh	Tn6 DDE FP	proKLK7 act	UHRF1 binding	PLC-beta3 inh	ASAP1 inh	Structure
1	-1	-2	-3	-3	-1	0.0	-1	2	5	O=C(NCc1cccnc1)c1cc(-c2ccc(Cl)cc2)oc1C(F)(F)F
0	10	-2	-11	2	-1	1.2	1	3	-13	c1ccc(N2CCN(Cc3cnc(N4CCOCC4)s3)CC2)cc1
2	-5	1	-1	-3	-3	0.6	0	0	-16	Cc1c(C(=O)OCC(=O)N2CC(=O)Nc3ccccc32)oc2ccccc12
-1	14	-8	0	-1	0	0.3	-4	-7	5	CN(C(=O)CSc1ncnc2sc3c(c12)CCC3)C1CCS(=O)(=O)C1 (stereo unspecified)
-9	2	-4	1	-4	1	0.0	1	-12	5	COc1ccc(C2C(C(=O)c3ccccc3)=C(C)Nc3nc4ccccc4n32)cc1OC (stereo unspecified)
i	18	-26	0	0	-2	-13	0	i	-7	CCCCCCSc1ccc(-c2nc3cnccn3c2NCCCC)cc1
5	-3	0	2	-4	10	0.3	-3	-1	-7	Cc1ccc(C(=O)N2CCCc3ccccc32)c(F)c1F
0	-6	-2	-5	-1	0	-0.1	0	-8	4	C=CCN1C(=O)c2ccc(C(=O)N(CC(C)C)c3c(N)n(CCCC)c(=O)[nH]c3=O)cc2C1=O
3	3	-2	-4	0	4	-0.3	-1	2	-4	CNS(=O)(=O)c1cccc(C(=O)NNC(=O)CN(C)S(=O)(=O)c2ccc(Cl)cc2)c1
-1	0	-6	-2	2	-4	0.2	15	2	-9	C[C@H]1CN([C@@H](C)CO)C(=O)CCCn2nncc2CO[C@@H]1CN(C)Cc1ccc(Oc2ccccc2)cc1
-4	-1	3	-3	1	-4	-0.2	-1	-7	-1	Cc1ccc(-n2c(C)cc(C=C(C#N)C#N)c2C)cc1
1	3	-1	-2	2	1	-0.3	1	2	-2	ClC(Cl)(Cl)C1=NCc2nnn(Cc3ccccc3)c2N1
-167	+	-106	-6	-7	10	2.8	-6	-243	2	c1ccc2c(c1)COc1c3ncccc3nn1-2
-4	-4	-6	9	0	3	1.0	4	-3	0	CCOc1ccc(-n2c(Cc3cc(=O)[nH]c(=O)[nH]3)nnc2SCC(=O)OC)cc1
-7	-1	1	1	0	10	-0.7	-1	-4	5	COC(=O)c1nc(NC(=O)c2ccccc2Cl)n[nH]1
